Nrf2 block = blocks Nrf2 signaling | A549 ARE-Fluc reporter, luciferase luminescence, 18-24 h | 2.1% of 360,000 active | AID 504444 | Potency, µM (doses to about 46 µM), without a hit: at the highest dose activity change, negative = inhibition, usual class: inhibitors; note: potency is the fitted concentration of half-maximal effect; % is set by controls: 0 for no effect and ±100 for the full control effect; nearly all actives have a fitted effect of over 60% in size
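Concentration-response testing used A549 ARE_Fluc cells at 5000 cells/well. Following an 18-24 h compound incubation, viability was read by fluorescence (Ex 405/Em 525) and luciferase output by luminescence.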
EPAC2 agonist = EPAC2 (human) agonism | Q8WZA2 | EPAC2 activation, biochemical qHTS; response scale: 100% = 6.5 mM cAMP response | Potency, µM (series often up to 154 µM), for inactives: at the top dose activation, actives largely listed as activators | 0.079% of 360,000 active | AID 720711; note: potency is the fitted concentration of half-maximal effect; nearly all actives have a fitted effect of over 50% in size
Target sequence (Q8WZA2 whole entry, looked up): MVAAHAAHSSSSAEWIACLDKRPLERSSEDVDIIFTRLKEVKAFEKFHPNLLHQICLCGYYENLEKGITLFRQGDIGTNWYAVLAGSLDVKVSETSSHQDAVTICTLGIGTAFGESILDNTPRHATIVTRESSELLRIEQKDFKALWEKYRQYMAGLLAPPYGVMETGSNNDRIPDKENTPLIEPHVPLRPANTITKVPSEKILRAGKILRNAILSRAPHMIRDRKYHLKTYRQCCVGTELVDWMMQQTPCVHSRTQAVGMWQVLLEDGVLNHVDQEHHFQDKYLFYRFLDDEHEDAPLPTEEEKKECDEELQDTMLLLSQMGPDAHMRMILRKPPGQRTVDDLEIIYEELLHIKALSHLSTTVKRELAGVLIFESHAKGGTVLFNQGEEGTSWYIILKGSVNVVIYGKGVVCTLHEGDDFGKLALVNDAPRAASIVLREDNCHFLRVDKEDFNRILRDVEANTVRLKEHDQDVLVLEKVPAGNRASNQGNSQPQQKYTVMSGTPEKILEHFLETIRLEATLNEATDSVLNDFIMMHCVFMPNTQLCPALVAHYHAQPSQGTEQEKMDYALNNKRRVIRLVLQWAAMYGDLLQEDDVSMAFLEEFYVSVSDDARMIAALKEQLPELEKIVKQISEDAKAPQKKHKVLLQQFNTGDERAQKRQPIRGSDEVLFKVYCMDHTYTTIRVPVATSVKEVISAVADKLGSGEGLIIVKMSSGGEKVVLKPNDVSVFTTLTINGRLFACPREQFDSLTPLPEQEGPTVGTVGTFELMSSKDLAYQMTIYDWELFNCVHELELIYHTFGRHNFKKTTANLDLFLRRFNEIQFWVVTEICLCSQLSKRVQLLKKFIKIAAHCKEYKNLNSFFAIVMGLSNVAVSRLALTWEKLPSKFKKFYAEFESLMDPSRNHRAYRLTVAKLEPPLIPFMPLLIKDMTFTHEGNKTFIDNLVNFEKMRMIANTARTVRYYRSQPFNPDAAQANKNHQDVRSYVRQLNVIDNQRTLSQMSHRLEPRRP
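Setup: EPAC2 100 nM, labeled Rap1B complex 250 nM, free GDP 50 uM. Compound titrations pinned in, brief spin, 5 min room temperature incubation. Kinetic fluorescence read over 30 min, normalized to 6.5 mM cAMP.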
HepG2 viability = HepG2 cytotoxicity, counter-screen for TGF-b inhibitors; 0.76% of 410,000 active; Potency, µM (series often up to 46.1 µM), for the others: top-dose activity change, negative = cytotoxicity, usual class: cytotoxic; HepG2 CAGA-GFP viability, ATP luminescence, 18 h; AID 588856; note: potency is the fitted concentration of half-maximal effect; some results filed as inactive show a strong effect at the top dose
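CellTiter-Glo luminescence gave cytotoxicity after 18 hours at 37 degrees C. The cells were HepG2 CAGA-GFP in 1% FBS DMEM, stimulated with 500 pg/mL TGF-beta after compound addition. %Activity was normalised to no-cell wells (complete cell-killing) and DMSO (no toxicity), and curves were fitted and classified.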
TGFb inhibitor = blocks TGF-b signaling; HepG2 CAGA-GFP TGF-b/SMAD3 reporter, GFP fluorescence, 18 h; TGF-beta stimulated, 500 pg/mL final; Potency, µM (titrated, usually from 46.1 µM), without a hit: at the top dose activity, negative = inhibition, hits mostly inhibitors; 1.2% of 410,000 active; note: potency is the fitted concentration of half-maximal effect; % is set by controls: 0 for no effect and ±100 for the full control effect; nearly all actives have a fitted effect of over 65% in size
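Inhibition was scored as loss of TGF-beta-induced (500 pg/mL final, 18 hours, 37 degrees C) GFP in HEPG2 cells carrying a CAGA-GFP reporter, in DMEM with 1% FBS. Well GFP was summed per cell; Activity was normalised to unstimulated and stimulated DMSO wells, then concentration-response fitting.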
Nrf2 ARE act = activates Nrf2 signaling. 0.31% of 410,000 active. Potency, µM (top dose mostly 46.1 µM), without a hit: top-dose activation, actives largely listed as activators. AID 624171. AREc32 ARE-luciferase reporter (MCF7-derived line), luminescence, 24 h; note: potency is the fitted concentration of half-maximal effect; % of control where 0% means no effect; nearly all actives have a fitted effect of over 65% in size
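Luminescent ARE reporter assay in AREc32_Fluc cells: overnight plating at 37 deg C, 24 hr compound incubation, Steady-Glo added, 30 min RT before reading.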
A549 tox = counter-screen for Nrf2 inhibitors: cytotoxicity in A549 cells; Potency, µM (highest dose often 46 µM), without a hit: at the highest dose activity change, negative = cytotoxicity, most hits filed as inhibitors; AID 504648; A549 ARE-Fluc cells, CellTiter-Fluor viability, 18-24 h; 0.16% of 390,000 active; note: potency is the fitted concentration of half-maximal effect; % is set by controls: 0 for no effect and ±100 for the full control effect
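Cytotoxicity counterscreen: CellTiter-Fluor fluorescence was measured in A549 ARE_Fluc cells after 18-24 h of compound exposure in a concentration series. The subsequent BugLite luminescent read reports ARE-luciferase activity.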
S2 tox = reduces viability in counter-screen for ATXN expression inhibitors; S2 cells (HEK-293 line with an ATXN2-luciferase reporter) viability, CellTiter-Fluor protease fluorescence, 24 h; Potency, µM (highest dose often 56.7 µM), actives largely listed as cytotoxic; 0.49% of 400,000 active; AID 651635; note: potency is the fitted concentration of half-maximal effect; nearly all actives have a fitted effect of over 40% in size
IL-2 act = IL-2 activation; IL-2 activation reporter assay, cell-based qHTS; stimulated with anti-CD3/CD4/CD28 beads; in transgenic mouse T cells; activation, % (series mostly up to about 46 µM); 0.065% of 360,000 active; in the data active = activation above about 50%; inconclusive = mostly about 30% to 49%; note: 0% is about no effect
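Quantitative HTS in unstimulated transgenic mouse T cells, with memory T cells as non-tolerant control and PMA/ionomycin as tolerance-bypass control. Compound pretreatment lasted 60 minutes before 18 h bead stimulation; EGFP/DsRed fluorescence read.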
ATXN2 expr inh = ATXN2 expression inhibition. 0.72% of 360,000 active. HEK-293 ATXN2-luciferase reporter, luminescence, 24 h. Potency, µM (highest dose often 57 µM), without a hit: at the top dose activity change, negative = inhibition, hits mostly inhibitors; note: potency is the fitted concentration of half-maximal effect; % is set by controls: 0 for no effect and ±100 for the full control effect; nearly all actives have a fitted effect of over 55% in size
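ATXN2-luciferase reporter cells (luciferase flanked by upstream and downstream ATXN2 gene portions) were treated 24 h at 37 °C with compounds at up to 57 uM. SteadyGlo luminescence gave expression; GF-AFC fluorescence gave viability.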
* hit, by the source's call; i = inactive; u = inconclusive; x = not tested or not shown; & = joins results of further samples; [ ] = dose if it differs, or a comment. Unless noted, calls come from the whole dose curve; as a rule, active = well fitted curve in the direction sought with a large enough effect; inconclusive = small, poorly fitted or top-dose-only effect, or another doubt; inactive = no such curve, though single readings can be large; an effect the other way counts as inactive or inconclusive.

SMILES	Nrf2 block	EPAC2 agonist	HepG2 viability	TGFb inhibitor	Nrf2 ARE act	A549 tox	S2 tox	IL-2 act	ATXN2 expr inh
CC(C)C(=O)Nc1ccc(NC(=O)c2cccnc2)cn1	2%	-9%	3%	4%	0.0%	-5%	i	0.2	9%
O=C(COC(=O)Cc1ccsc1)NCC1CCCCC1	-37%	-3%	7%	6%	-0.3%	-23%	i	0.6	-3%
CCOC(=O)c1c(C)[nH]c(C)c1C(=O)COC(=O)C1CC(=O)N(CCc2ccccc2)C1 (stereo not given)	-1%	6%	-25%	1%	4.1%	-10%	i	0.1	4%
S=C(NCc1ccco1)N1CCC(c2nc3ccccc3o2)CC1	-7%	2%	-17%	-19%	-0.4%	9%	i	-1.7	-6%[11.3 µM]
COc1ccc(C2=CCCCCC2)cc1OC	x	5%	-26%	-8%	-0.1%	x	i	-3.9	x
Cc1cc(C(=O)NC2=NCCS2)c2ccccc2n1	3%	3%	-5%	4%	8.6%	-2%	u	0.2	-16%
CCOc1ccc(CNS(=O)(=O)c2ccc(-c3ccc(=O)[nH]n3)o2)cc1OC	4%	2%	4%	1%	-0.6%	1%	i	13	-6%
CCc1ccc(N2C(=O)C3C4CCC(C4=C(C)C)C3C2=O)cc1 (stereo not given)	-4%	2%	2%	-2%	-0.6%	-4%	u	-2.4	0%
CS(=O)(=O)N(CC(=O)Nc1ccc(CC#N)cc1)c1ccc(C23CC4CC(CC(C4)C2)C3)cc1	15µM*	13%	-38%	7.1µM*	3.6%	u	u	-3.8	-28%
CC1Cc2ccccc2N1C(=O)c1cc2sccc2n1Cc1ccc(F)cc1 (stereo not given)	-20%	6%	-50%	-1%	-0.1%	-1%	i	-0.2	-14%
CN(CC(=O)Nc1ccc(F)cc1)C(=O)CN1C(=O)NC2(CCCC2)C1=O	4%	-5%	-17%	-1%	0.1%	-1%	i	0.2	-6%
O=C(COC(=O)c1ccc(O)cc1)NC(c1ccccc1)c1ccccc1	3%	14%	-14%	-26%	0.6%	-5%	u	-2.7	-5%
Cc1cc(Cl)c(S(=O)(=O)N2CCSCC2)cc1OCC(N)=O	-19%	7%	-20%	-14%	-0.2%	-9%	i	-0.8	-6%
C1CC(=NN=C2CCSCC2)CCS1	0%	5%	-15%	-1%	0.2%	-2%	i	-0.5	5%
c1ccc(CNC23CC4CC(CC(C4)C2)C3)nc1	10%	2%	10%	31%[activator]	-0.1%	4%	i	0.6	-10%
CCCCNC(=O)c1onc(CSc2cc(C)ccc2C)c1C(=O)O	u	2%	1%	u	0.4%	-2%	i	-0.1	113%[activator]
CCOCCn1c(SC)nc2c1c(=O)[nH]c(=O)n2C	3%	8%	2%	-27%	-0.3%	-1%	i	-0.9	7%
Cc1cc(S(=O)(=O)N2CCOCC2)ccc1OCC(=O)N1CCC(C(N)=O)CC1	u	3%	-5%	2%	-0.8%	0%	i	1.6	2%
CCOC1=C/C(=C/c2c(N)n3nc(CC(=O)N4CCCC4)sc3nc2=O)C=CC1=O	-3%	12%	1%	70%[activator]	0.2%	-5%	x	u	4%
CCC1=NN(C(=O)Cc2ccc([N+](=O)[O-])cc2)C(O)(C(F)(F)F)C1 (stereo not given)	-1%	-6%	-2%	8%	3.9%	0%	i	-4.4	0%
COc1ccc(CNC(=O)[C@@H]2CC=C[C@@H]3CCN(C4CCCCC4)C(=O)[C@@H]32)cc1	4%	-5%	-2%&15%	3%&6%	0.1%	-7%	i	0.1	0%
CCOC(=O)c1[nH]c(C)c(C(=O)N2CCCC(Nc3ccc(C)c(C)c3)C2)c1C (stereo not given)	1%	-4%	8%	2%	-0.2%	-1%	i	-1.5	-6%
CC12CN3CC(C)(CN(C1)C3c1ccc(Cl)cc1Cl)C2O (stereo not given)	-3%	16%	6%	-5%	0.0%	x	i	-1.1	0%
COc1ccc(-n2cc(C(=O)N(C)c3cc(C)ccc3OC)c3ccccc3c2=O)cc1	11%	x	-35%	u	3.8%	0%	x	x	x
CC/C(=N\NC(=O)c1ccccc1Cl)c1ccc(Br)s1	-24%	-5%	-25%	-5%	2.0%	-6%	u	-1.2	1%
Remaining list, next part:
SMILES	Nrf2 block	EPAC2 agonist	HepG2 viability	TGFb inhibitor	Nrf2 ARE act	A549 tox	S2 tox	IL-2 act	ATXN2 expr inh
Cc1nc(N2CCN(c3ccc(Cl)cc3)CC2)[nH]c(=O)c1C	6%	-2%	12%	19%	-0.2%	2%	i	0.5	x
O=C1Nc2ccc(F)cc2C12Nc1ccccc1-c1nnc(SCc3ccccc3Cl)nc1O2 (stereo not given)	-10%	-7%	4%	-4%	6.7%	-12%	i	0.4	-7%
N#Cc1c(N2CCCCC2)nc(N)c2c(N)nc3c(c12)CC(CCl)O3 (stereo not given)	-20%	-3%	-20%	0%	2.1%	5%	x	-0.2	-5%
COc1cc(CNc2ncnc3c2ncn3[C@H]2CN(Cc3cccc4ccccc34)C[C@@H](CO)O2)cc(OC)c1OC	x	-4%	7%	u	5.0%	x	i	-1.0	u
Cc1cccc(-c2nc3c(s2)CCc2onc(-c4ccc(Br)cc4)c2-3)c1	u	17%	12%	0%	1.2%	1%	i	0.5	9%
O=c1[nH][nH]c(=O)c2c1[nH]c(=S)n2Cc1ccccc1	-11%	8%	-1%	-6%	-0.7%	-2%	i	0.8	4%
CC(C)(C)n1nnnc1C(c1cccs1)N1CCN(c2ccccc2)CC1 (stereo not given)	23µM*	-10%	0%	u	-0.5%	u	i	0.1	-8%
Cc1ccc(C(=O)NCc2ccccc2)c(F)c1F	6%	4%	-11%	2%	-0.2%	2%	i	2.2	17%
COC(=O)c1ccccc1NC(=O)CSc1ccccc1	8%	10%	-11%	2%	-0.3%	6%	i	-1.2	5%
O=C(Nc1ccccc1Cl)c1cc(C2CCCN(C(=O)CCCc3ccccc3)C2)on1 (stereo not given)	x	14%	-26%	0%	4.9%	x	i	-0.4	-3%
COc1cnc(-c2ccccn2)nc1Oc1ccccc1Cl	-16%	5%	-16%	-15%	-0.8%	0%	i	-0.7	1%
CCn1ccc2cc(S(=O)(=O)N3CCCN(C(=O)NCCOC)CC3)ccc21	x	x	2%	-7%	-0.8%	-5%	i	x	-1%
CCOc1ccc(NC(=S)N2CCN(S(=O)(=O)c3ccc(OC)cc3)CC2)cc1	-4%	5%	1%	-26%	-0.7%	7%	i	-3.5	-2%
Cc1cc(C)n(-c2nc(O)cc(=O)[nH]2)n1	x	8%	1%	6%	0.1%	0%	u	-0.2	2%
CC(C)OC(=O)C(C)Nc1n[nH]c(=S)[nH]c1=O (stereo not given)	19%	1%	0%	9%	1.2%	9%	i	0.3	0%
CCc1nc2ccc(C(=O)Nc3cccc(NS(C)(=O)=O)c3)cn2c1N(CC)Cc1cccc(Br)c1	x	9%	-73%	u	-0.7%[9.22 µM]	x	u	-0.4	28µM*
CC1=C(C(=O)N(C(C)C)C(C)C)CC(CC(=O)NCc2cccs2)C(=O)N1Cc1ccc(C(C)(C)C)cc1 (stereo not given)	x	-6%	16µM*	u	3.9%	x	u	-0.8	u
Nn1c(SCC(=O)Nc2cccc(F)c2)nnc1C1CCCCC1	8%	-4%	8%	14%	0.1%	x	i	-2.3	-3%
Cc1cc(C)c(C(=O)CSc2n[nH]c(-c3ccncc3)n2)c(C)c1	-11%	6%	2%	u	5.4%	-2%	i	0.4	-3%
COCCN(C(=O)c1ccco1)c1nc(-c2ccccc2)cs1	u	10%	-45%	8%	10µM*	0%	i	-1.3	10%
CC(=O)c1ccc(NC(=O)COC(=O)C2CC3C=CC2C3)cc1 (stereo not given)	u	4%	2%	15%	4.1%	-2%	x	0.2	x
Cc1cccc(-c2c(NC(=O)c3ccco3)oc3ccc(Cl)cc3c2=O)c1	u	6%	-11%	-16%	9.5%	1%	i	-3.8	-3%
CCc1nc(SCc2nc3ccccc3[nH]2)c2oc3ccccc3c2n1	u	4%	-58%	u	-0.6%	u	u	-0.2	-7%
COc1ccc(C(CC(=O)O)NC(=O)COc2ccccc2)cc1 (stereo not given)	22%	5%	-2%	-1%	0.1%	25%	i	-3.1	-1%
COc1ccc(NC(=O)c2ccco2)cc1S(=O)(=O)N1CCOCC1	-15%	4%	6%	-16%	5.8%	11%	i	-0.6	2%
Cc1ccc([N+](=O)[O-])cc1S(=O)(=O)NCC1COc2ccccc2O1 (stereo not given)	u	9%	-18%	-20%	0.1%	-7%	i	-2.1	5%
CCOc1ccc(NC(=O)CN(c2cc(C)cc(C)c2)S(=O)(=O)c2c(C)noc2C)cc1	10%	-1%	9%	1%	-1.7%	0%	i	1.5	7%
O=C(CNC(=O)c1n[nH]c2ccccc12)Nc1cc(Cl)ccc1Cl	-6%	5%	6%	-8%	0.0%	13%	i	-0.3	-22%

Shown bar-delimited: 6 of the compounds above
compound | Nrf2 block | EPAC2 agonist | HepG2 viability | TGFb inhibitor | Nrf2 ARE act | A549 tox | S2 tox | IL-2 act | ATXN2 expr inh
N#Cc1c(N2CCCCC2)nc(N)c2c(N)nc3c(c12)CC(CCl)O3 (stereo not given) | -20% | -3% | -20% | 0% | 2.1% | 5% | x | -0.2 | -5%
CCc1nc(SCc2nc3ccccc3[nH]2)c2oc3ccccc3c2n1 | u | 4% | -58% | u | -0.6% | u | u | -0.2 | -7%
O=C(CNC(=O)c1n[nH]c2ccccc12)Nc1cc(Cl)ccc1Cl | -6% | 5% | 6% | -8% | 0.0% | 13% | i | -0.3 | -22%
COc1ccc(NC(=O)c2ccco2)cc1S(=O)(=O)N1CCOCC1 | -15% | 4% | 6% | -16% | 5.8% | 11% | i | -0.6 | 2%
O=C1Nc2ccc(F)cc2C12Nc1ccccc1-c1nnc(SCc3ccccc3Cl)nc1O2 (stereo not given) | -10% | -7% | 4% | -4% | 6.7% | -12% | i | 0.4 | -7%
COCCN(C(=O)c1ccco1)c1nc(-c2ccccc2)cs1 | u | 10% | -45% | 8% | 10µM* | 0% | i | -1.3 | 10%
